14-3-3 PPI: 14-3-3 gamma protein interaction modulation; FP, 14-3-3gamma / TMR-pS259-Raf peptide binding; inhibition, % at 40 µM; 160,000 compounds, 0.19% hits; in the data active = inhibition above about 30%;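 note: 0% = protein plus tracer without compound and 100% = blank with tracer alone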
Target sequence (P61981 whole entry, looked up): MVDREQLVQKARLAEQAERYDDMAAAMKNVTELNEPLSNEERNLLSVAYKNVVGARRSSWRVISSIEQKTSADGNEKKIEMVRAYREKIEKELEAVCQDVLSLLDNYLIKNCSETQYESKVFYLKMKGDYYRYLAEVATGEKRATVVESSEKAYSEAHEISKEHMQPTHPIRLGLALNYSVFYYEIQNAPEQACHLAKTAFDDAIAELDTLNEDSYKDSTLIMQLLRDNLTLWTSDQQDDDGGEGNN
The depositor's hits bear a star; & = joins results of further samples.

SMILES	14-3-3 PPI
Cc1ccc(C2CC(C(F)(F)F)n3ncc(C(=O)N(C)CCC#N)c3N2)cc1 (configuration not stated)	-9
O=C(NCCOC(=O)C1COc2ccccc2O1)c1cccnc1 (configuration not stated)	4
COc1cc2[nH]c(=O)n(CCCC(=O)NCc3ccccc3)c(=O)c2cc1OC	0
CCOC(=O)c1ccc(NC(=O)c2cc(OC)cc(OC)c2)cc1	-4
COc1ccc(NC(=O)c2cc3ccccc3oc2=N)cc1	-4
CCCCCCN1C(=O)C(=O)/C(=C(/O)c2ccc(C)cc2)C1c1ccc(Cl)cc1 (configuration not stated)	-4
CCOc1ccc(N=C2SC(C(=O)Nc3ccc(F)cc3)CC(=O)N2Cc2ccc(Cl)cc2)cc1 (configuration not stated)	-18
COc1ccccc1N1CCN(C(=O)Nc2cccc(C)c2)CC1	-2
COC(=O)c1ccccc1NC1=CC(=NS(=O)(=O)c2ccc(C(C)(C)C)cc2)c2ccccc2C1=O	-42
CCOC(=O)c1cc2c(=O)n3ccccc3nc2n(CCOC)c1=NC(=O)c1cccs1	-2
COc1cc(C2C3=C(CC(C)(C)CC3=O)NC3=C2C(=O)CC(C)(C)C3)cc(OC)c1OC	-3
COc1ccccc1NC(=O)N1CCN(c2ncccn2)CC1	-6
Cc1sc2ncn(CC(=O)OC(C)C(=O)NC(C)(C)C)c(=O)c2c1C (configuration not stated)	-2
CC(C)(C)n1nnnc1C(c1cccs1)N(Cc1ccccc1)Cc1cccnc1 (configuration not stated)	2
O=C(CSc1nc2c(cnn2-c2ccc(Cl)cc2)c(=O)[nH]1)N1CCCCC1	-13
CCc1ccc(-c2csc(NC(=O)Cc3cccc4ccccc34)n2)cc1	-2
Cc1cc(-c2ccc(Cl)cc2)n2nc(N)nc2n1	-8
O=C(CCSc1ccccc1)Nc1nnc(-c2ccccc2)o1	-8
CCOc1ccccc1N1CCN(Cc2ccc(OC)c(OC)c2OC)CC1	1
CCOc1ccc(S(=O)(=O)Nc2cc(OC)ccc2OC)c2cccnc12	5
O=C(Nc1c(-c2ccccc2)nc2ccccn12)c1ccco1	-6
COc1ccc(C(=O)N2CC=C(c3ccccc3)CC2)cc1S(=O)(=O)N1CCOCC1	-6
COc1cccc(-c2nc(CSCC(=O)NCC3CCCO3)c(C)o2)c1 (configuration not stated)	0
CCN1CCN(CCCNC(=O)c2cn(C)c(=O)c3cc(OC)c(OC)cc23)CC1	-6
COc1ccc(S(=O)(=O)N2CCC(C(=O)N3CCCCC3)CC2)cc1OC	3
SMILES	14-3-3 PPI
CCCCCOC(=O)C1[C@H]2C(=O)N(c3ccccc3CC)C[C@]23C=C[C@H]1O3 (some centres not stated)	1
O=C(Cc1ccccc1)Nc1ccccc1C(=O)O	-4
Cc1ccc(C(=O)NCCSc2c[nH]c3ccccc23)cc1C	-7
Cc1ccsc1-c1nc(CSCC(=O)N2CCN(c3ccccc3)CC2)c(C)o1	2
Cc1cccc(OCCC(=O)Nc2c(C)n(C)n(-c3ccccc3)c2=O)c1	-7
CCOC(=O)c1cc[n+](Cc2ccc3nsnc3c2)cc1	8
CCCC1CCC(C(=O)Nc2ccc(Cl)cn2)CC1 (configuration not stated)	-9
O=C(NC1CCCCCCC1)c1ccc(CNc2c(N3CCOCC3)c(=O)c2=O)cc1	2
Cc1ccc(-n2c(SCC(=O)Nc3ccc4c(c3)OCO4)nnc2-c2cccs2)cc1	-5
COc1ccc(NC(=O)c2ccco2)cc1NC(=O)c1cccc(OC(C)C)c1	-3
Cc1cc(Cl)ccc1NC(=O)C(=O)NCc1ccncc1	1
O=C(c1cc(-c2ccc(Cl)cc2)on1)N1CCOCC1	-2&0
COc1ccc(-c2cc(C(=O)Nc3ccc(OC)cc3OC)no2)cc1	-4
NC(=O)C[C@@H]1N[C@]2(C(=O)Nc3ccccc32)[C@@H]2C(=O)N(c3cc(C(F)(F)F)ccc3Cl)C(=O)[C@H]12	-9
CCOC(=O)CNC(=O)CSc1nnc(-c2ccccc2OC)n1CC	-2
O=C1C2=C(Nc3[nH]c(=O)[nH]c(=O)c3C2c2ccc(Br)cc2)c2ccccc21 (configuration not stated)	-36
COc1ccc(C(=O)CC(=O)C(=O)Nc2ccc(Cl)cc2)cc1	4
Cc1nc2ccc3nc(NC(=O)c4ccc(S(=O)(=O)N5CCCCC5)cc4)sc3c2s1	-18
Cc1ccc(-c2nc(SC3CC(=O)N(c4cccc(C(F)(F)F)c4)C3=O)n[nH]2)cc1 (configuration not stated)	-26
O=C(CC1(O)C(=O)Nc2ccc(Br)cc21)c1cccc2ccccc12 (configuration not stated)	-3
O=S(=O)(N1CCOCC1)N1CCN(c2ccccc2F)CC1	4
COc1ccc(C2C=C(c3cccc(Br)c3)Nc3ncnn32)c(OC)c1 (configuration not stated)	-43
CN(CCC#N)S(=O)(=O)c1ccc(-c2ccc([N+](=O)[O-])cc2)cc1	-13
CC1=C(C(=O)Nc2ccc(C)cn2)C(c2cccc(Br)c2)C2=C(CCCC2=O)N1 (configuration not stated)	-8
COCCCNC(=O)c1sc2ncn(CC(=O)N3CCC(C)CC3)c(=O)c2c1C	1
SMILES	14-3-3 PPI
O=C(CN1C(=O)c2ccccc2S1(=O)=O)NCc1cccnc1	-5
COc1nc(N(C)C)nc(N(OC)S(=O)(=O)c2ccccc2Cl)n1	2
Cc1cccc(-n2ccnc2SCC(=O)Nc2cc(C(F)(F)F)ccc2Cl)c1C	-9
O=C1CCC(C(=O)NC2(C(=O)NC3CCCC3)CCCCC2)N1 (configuration not stated)	2
Cc1ccc(NC(=O)c2cc(S(=O)(=O)N3CCN(c4cccc(C)c4C)CC3)ccc2F)cc1C	-11
CC(C)C(c1nnnn1C1CCCC1)N1c2ccccc2CC1C (configuration not stated)	-4
CCOC(=O)c1cc2c(=O)n3ccccc3nc2n(CC2CCCO2)c1=NC(C)=O (configuration not stated)	0&-7
O=C(CCc1ccccc1)Nc1cc(Cl)ccc1C(=O)O	2
O=C(NCCN1CCc2ccccc2C1)c1cc(=O)[nH]c2ccc(S(=O)(=O)N3CCCCC3)cc12	-9
CCOC(=O)C1=CC2(SC=C(C(=O)OCC)S2)C2=C(S1)C(C)(C)Nc1c(OCC)cccc12 (configuration not stated)	3
CCOC(=O)c1sc(=S)n(-c2cccc(C(F)(F)F)c2)c1N	4
COc1ccccc1N1C(=O)C2C3CC4C5(C)CCCC(C)(C(=O)O)C5CCC4(C=C3C(C)C)C2C1=O (configuration not stated)	3
O=C(O)C1CCCCC1C(=O)N(Cc1ccccc1)Cc1ccccc1 (configuration not stated)	2
CCN(CC)CCCn1c(C)cc2c(c1=O)C(c1cccc(Cl)c1)C(C#N)=C(N)O2 (configuration not stated)	0
CCc1ccc(NC(=O)CNC(=O)Cn2c(C)cc3ccccc3c2=O)cc1	-8
CCOC(=O)C1CCCN(C(=O)Cn2cnc3sc4c(c3c2=O)CCCC4)C1 (configuration not stated)	8
CC1CCN(S(=O)(=O)N2CCCC(C(=O)NC3CCCCC3C)C2)CC1 (configuration not stated)	-8
CCCC(=O)Nc1ccccc1NC(=O)CN(C)S(=O)(=O)c1ccc(C)cc1	2
Cc1ccc(S(=O)(=O)NC(=O)Nc2ccc(F)cc2)cc1	-4
CCCN(CCC)C(=O)CC(c1ccc(F)cc1)c1ccco1 (configuration not stated)	-7
CCc1nnc(NS(=O)(=O)c2ccc(NC(=O)C34CC5CC(CC(C5)C3)C4)cc2)s1	1
COCCNC(=O)CCCn1c(=O)[nH]c2ccccc2c1=O	-2
CCOC(=O)NCc1cc(-c2nn(C)c(=O)c3ccccc23)ccc1C	10
Cc1nn(-c2cccc(Cl)c2)c2c1C(c1ccncc1)C(C#N)=C(N)O2 (configuration not stated)	-6
CS(=O)(=O)C1Cc2ccccc2CN1C(=O)Nc1ccc([N+](=O)[O-])cc1 (configuration not stated)	4

In another format: entries from further up.
structure,14-3-3 PPI
Cc1ccc(C2CC(C(F)(F)F)n3ncc(C(=O)N(C)CCC#N)c3N2)cc1 (configuration not stated),-9
O=C(NCCOC(=O)C1COc2ccccc2O1)c1cccnc1 (configuration not stated),4
COc1cc2[nH]c(=O)n(CCCC(=O)NCc3ccccc3)c(=O)c2cc1OC,0
CCOC(=O)c1ccc(NC(=O)c2cc(OC)cc(OC)c2)cc1,-4
COc1ccc(NC(=O)c2cc3ccccc3oc2=N)cc1,-4
CCCCCCN1C(=O)C(=O)/C(=C(/O)c2ccc(C)cc2)C1c1ccc(Cl)cc1 (configuration not stated),-4
CCOc1ccc(N=C2SC(C(=O)Nc3ccc(F)cc3)CC(=O)N2Cc2ccc(Cl)cc2)cc1 (configuration not stated),-18
COc1ccccc1N1CCN(C(=O)Nc2cccc(C)c2)CC1,-2
COC(=O)c1ccccc1NC1=CC(=NS(=O)(=O)c2ccc(C(C)(C)C)cc2)c2ccccc2C1=O,-42
CCOC(=O)c1cc2c(=O)n3ccccc3nc2n(CCOC)c1=NC(=O)c1cccs1,-2
COc1cc(C2C3=C(CC(C)(C)CC3=O)NC3=C2C(=O)CC(C)(C)C3)cc(OC)c1OC,-3
COc1ccccc1NC(=O)N1CCN(c2ncccn2)CC1,-6
Cc1sc2ncn(CC(=O)OC(C)C(=O)NC(C)(C)C)c(=O)c2c1C (configuration not stated),-2
CC(C)(C)n1nnnc1C(c1cccs1)N(Cc1ccccc1)Cc1cccnc1 (configuration not stated),2
O=C(CSc1nc2c(cnn2-c2ccc(Cl)cc2)c(=O)[nH]1)N1CCCCC1,-13
CCc1ccc(-c2csc(NC(=O)Cc3cccc4ccccc34)n2)cc1,-2
Cc1cc(-c2ccc(Cl)cc2)n2nc(N)nc2n1,-8
O=C(CCSc1ccccc1)Nc1nnc(-c2ccccc2)o1,-8

Remaining list, next part
SMILES	14-3-3 PPI
COc1ccc(N(C(=O)c2cccnc2)S(=O)(=O)c2ccc3c(c2)n(C)c(=O)n3C)cc1	-3
Cc1ccccc1Cn1cc(SCC(=O)Nc2nccs2)c2ccccc21	0
OC(c1ccc(F)cc1)(c1ccc(F)cc1)c1cccnc1N1CCCCC1	7
COc1ccc2nc(C)cc(Nc3ccc(Cl)cc3)c2c1	-2
CCCC1=C(C(=O)OCC)C(c2ccc(F)cc2)n2ncnc2N1 (configuration not stated)	2
Cc1cc(C)c2[nH]c(=O)c(CN(CC3CCCO3)S(=O)(=O)c3ccc4c(c3)OCCO4)cc2c1 (configuration not stated)	-5
COc1ccc(/C(O)=C2\C(=N)N(c3cc(OC)ccc3OC)C3=C(C(=O)CC(C)(C)C3)C2c2ccc3c(c2)OCO3)cc1 (configuration not stated)	0
COc1ccc(-c2cc(C(F)(F)F)n3nc(C(=O)N4CCN5CCCC5C4)cc3n2)cc1OC (configuration not stated)	-12
CCCS(=O)(=O)c1c(S(=O)(=O)CCC)c2c(N)cccn2c1C(=O)c1ccc(C)cc1	-14
O=C(NCCCn1ccnc1)C1CC(c2cccc(Br)c2)=NO1 (configuration not stated)	0
CC(C)CCn1c(CN2CCc3ccccc3C2)nc2c1c(=O)n(C)c(=O)n2C	-4
O=C(C1c2ccccc2Oc2ccccc21)N1CCN=C1SCc1cccnc1	10
N#CC(C(=O)Nc1ccccc1)=C1CCCCC1	2
COc1ccc(NC(=O)CSc2nc(-c3ccc(Cl)cc3)cn2-c2ccc(C)cc2)cc1	0
c1ccc(Nc2nc(-c3cccs3)cs2)nc1	-1
O=C(CN1C(=O)CSc2ccc(S(=O)(=O)N3CCOCC3)cc21)NCCCN1CCOCC1	-4
COc1ccc2oc(=O)c(-c3csc(-c4ccc(Br)cc4)n3)cc2c1	-9
Cc1ccccc1NC(=O)C(NS(=O)(=O)c1cccs1)C(C)C (configuration not stated)	-23
Cc1ccc(C(=O)Nc2nncs2)cc1C	-1
CCN(c1ccccc1)S(=O)(=O)c1ccc2[nH]cc(C(=O)NC3CCCCC3)c(=O)c2c1	-5
O=S(=O)(Cc1ccccc1)c1ccc(Cl)cc1	-10
COc1ccc(C(=O)CSc2nc(-c3ccccc3)nc3c2CCCC3)cc1	-1
CCOc1cccc2c1OC1(CCC(C)CC1)N1N=C(c3ccco3)CC21 (configuration not stated)	-35
O=C(Cn1c2ccccc2c(=O)c2ccccc21)NCc1ccco1	-5
O=C(Nc1ccc(F)c(F)c1)c1ccc(F)c(S(=O)(=O)N2CCOCC2)c1	-6
SMILES	14-3-3 PPI
CCCCn1c(SCC(=O)NC2CCCC2)nc2ccsc2c1=O	0
CCOC(=O)Cc1csc(NC(=O)c2cccnc2)n1	1
COC(=O)C1=C(C)Nc2nc(SCc3ccccc3)[nH]c(=O)c2C1c1cccnc1 (configuration not stated)	-2
C=CCn1c(SCc2ccc(Cl)cc2)nc2cc(C(=O)NCc3ccco3)ccc2c1=O	-6
COCCN1C(=O)c2ccccc2C(C(=O)N2CCN(c3ccc([N+](=O)[O-])cc3)CC2)C1c1cn(C)c2ccccc12 (configuration not stated)	8
O=S(=O)(c1ccc(-c2csc(Nc3ccc(Br)cc3)n2)cc1)N1CCCC1	-5
Cc1cc(C(=O)Nc2nc3ccc(S(C)(=O)=O)cc3s2)ccc1[N+](=O)[O-]	-12
O=C(O)CCc1nc2ccccc2oc1=O	-17
Cc1cccc(N2CCN(C(=O)c3ccc(SCCN4CCOCC4)c([N+](=O)[O-])c3)CC2C)c1 (configuration not stated)	2
COc1ccc(C2N(C(=O)CN3CCCC3)CCN2S(=O)(=O)c2ccccc2)cc1 (configuration not stated)	1
O=C(O)C1CC(O)CN1S(=O)(=O)c1cccc2nsnc12 (configuration not stated)	1
NC(=O)c1ccccc1-c1nc(-c2ccccc2)no1	-3
O=C(c1ccc(C#CC2(O)CCCCC2)cc1)N1CCOCC1	12
CCn1cc(Br)c(C(=O)Nc2ccc(C(=O)OC(C)C)cc2)n1	-11
CCN1CNC(=S)N(c2ccc(F)cc2)C1	-7
CCOC(=O)c1c(N=Cc2cc([N+](=O)[O-])ccc2Cl)sc2c1CCCC2	-2
COc1ccc(CCN(Cc2nc(-c3ccccc3)no2)Cc2nc(-c3ccccc3)no2)cc1OC	-2
CCCOC(=O)C1=C(C)NC2=C(C(=O)C(C(=O)OC)C(C)C2)C1c1coc2ccc(C)cc2c1=O (configuration not stated)	-9
O=C(c1ccc2c(=O)n(CCc3ccccc3)c(=O)[nH]c2c1)N1CCN(c2ccccc2)CC1	1
COc1ccc(CCNC(=O)Cn2c(=O)n(-c3ccccc3)c(=O)c3c4c(sc32)CCC4)cc1OC	-39
O=[N+]([O-])c1cccc(-c2nc(-c3ccccc3)c(-c3cccs3)[nH]2)c1	-13

Compound activity as filed in PubChem.

Only part of the results is shown (hit frequency here may not be typical).
